Bioassay records as filed in PubChem BioAssay.
Tau FP inhib: inhibitors of human tau fibril formation; P10636; K18 P301L tau heparin fibrillization, Alexa594 FP, 6 h; Potency, µM (doses to about 57.7 µM), without a hit: at the highest dose activity, negative = inhibition, most hits filed as inhibitors; actives 0.39% (n = 280,000); AID 1468; note: % is set by controls: 0 for no effect and ±100 for the full control effect; nearly all actives have a fitted effect of over 55% in size
Target sequence (P10636 561-689 P618L limits assumed): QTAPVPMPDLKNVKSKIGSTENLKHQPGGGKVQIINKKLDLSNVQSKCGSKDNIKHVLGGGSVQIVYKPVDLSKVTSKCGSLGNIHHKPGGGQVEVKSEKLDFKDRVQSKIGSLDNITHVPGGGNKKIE
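Recombinant K18 P301L […], labeled with Alexa 594 at 0.24 uM over 15 uM unlabeled; heparin inducer 20 uM final; 37 C, 6 hr; FP endpoint.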
aGlu spleen mod: inhibits or activates alpha-glucosidase in human spleen homogenate; actives 0.006% (n = 240,000); human spleen homogenate, 4-MU-alpha-glucoside fluorescence; AID 2112; Potency, µM (doses to about 79.9 µM), inactives show at the top dose activity change, negative = inhibition, usual class: inhibitors;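 note: 0% = enzyme with vehicle and -100% = no enzyme basal signal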
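Compounds were titrated against alpha-glucosidase in spleen homogenate at pH 5.0, with 1 mM 4-methylumbelliferyl substrate for 40 min at 37 C. Reactions were quenched with pH 10 NaOH/glycine and fluorescence measured.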
Tau fibril ThT: inhibitors of human tau fibril formation, thioflavin T binding; Potency, µM (doses to about 57.4 µM), inactives show top-dose activity, negative = inhibition, hits mostly inhibitors; P10636; recombinant tau K18 P301L, heparin-induced fibrillization, ThT fluorescence; actives 2.1% (n = 270,000); AID 1460; note: % is set by controls: 0 for no effect and ±100 for the full control effect; nearly all actives have a fitted effect of over 55% in size
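Heparin-induced fibrillization of the P301L-mutant K18 repeat-domain fragment of human tau was followed by ThT binding in quantitative high-throughput format.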
Tau fluor cs: counter-screen for tau fibril formation inhibitors | tau K18 P301L (four-repeat tau fragment) Alexa594 fluorescence, heparin fibrillization | actives 0.93% (n = 280,000) | Potency, µM (titrated, usually from 57.7 µM), without a hit: at the highest dose activity change, negative = decrease | AID 1463; note: % is set by controls: 0 for no effect and ±100 for the full control effect; nearly all actives have a fitted effect of over 55% in size
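Human K18 P301L tau (15 uM unlabeled plus 0.24 uM Alexa 594-labeled, final) in 100 mM sodium acetate pH 7 was mixed with compound and 20 uM heparin and incubated 6 hr at 37 C.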
GAA glycogen: inhibitors or activators of human alpha-glucosidase glycogen cleavage; recombinant GAA, glycogen substrate, Amplex Red glucose oxidase fluorescence; Potency, µM (titrated, usually from 76.4 µM), for inactives: at the highest dose activity change, negative = inhibition, hits mostly inhibitors; P10253; actives 0.38% (n = 300,000); AID 2100;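 note: 0% = full enzyme reaction and -100% = no-enzyme basal signal; the screen sought inhibitors and activators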
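Natural-substrate format: glycogen cleavage by 4 nM human enzyme, glucose read by Amplex Red coupling (Ex 573, Em 610 nm). Normalized to enzyme and no-enzyme controls.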
HTT ATP protect: protects HTT-Q103 PC12 cells, measured by ATP; Potency, µM (highest dose often 56.4 µM), for inactives: cytoprotection (ATP increase), most hits filed as activators; actives 0.14% (n = 230,000); PC12 HTT-Q103 induced, cytoprotection, ATP luminescence, 40 h;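 note: % of control where 0% means no effect; nearly all actives have a fitted effect of over 45% in size; toxic huntingtin expression switched on by the ecdysone agonist tebufenozide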
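Huntington model: PC12 line, ecdysone-inducible HTTQ103 exon1–GFP, tebufenozide 100 nM. Test articles in a dose series. Endpoint luminescence from cellular ATP.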
GAA inh: alpha-glucosidase (human) inhibition; purified human GAA, 4-MU-alpha-glucoside fluorescence; P10253; actives 0.005% (n = 200,000); Potency, µM (top dose mostly 76.9 µM), inactives show at the top dose activity change, negative = inhibition, most hits filed as inhibitors;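 note: plate controls were uninhibited enzyme wells for no effect and no-enzyme background for full effect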
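Human enzyme at 4 nM with 400 uM 4-methylumbelliferyl-alpha-D-pyranoside, citrate/phosphate buffer pH 5.0, 0.005% Tween-20, 20 min at room temperature. Compounds up to 77 uM. 4-MU fluorescence (Ex 365/Em 440) read after NaOH/glycine stop; AC50 from Hill fit.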
GLA spleen mod: inhibitors or activators of human alpha-galactosidase in spleen homogenate; P06280; human spleen homogenate, 4MU-alpha-Gal fluorescence, 40 min; Potency, µM (highest dose often 80 µM), for the others: at the top dose activity change, negative = inhibition, hits mostly inhibitors; actives 0.008% (n = 240,000); AID 2107;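 note: 0% = enzyme with vehicle and -100% = no enzyme basal signal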
Target sequence (P06280 32-429 limits assumed): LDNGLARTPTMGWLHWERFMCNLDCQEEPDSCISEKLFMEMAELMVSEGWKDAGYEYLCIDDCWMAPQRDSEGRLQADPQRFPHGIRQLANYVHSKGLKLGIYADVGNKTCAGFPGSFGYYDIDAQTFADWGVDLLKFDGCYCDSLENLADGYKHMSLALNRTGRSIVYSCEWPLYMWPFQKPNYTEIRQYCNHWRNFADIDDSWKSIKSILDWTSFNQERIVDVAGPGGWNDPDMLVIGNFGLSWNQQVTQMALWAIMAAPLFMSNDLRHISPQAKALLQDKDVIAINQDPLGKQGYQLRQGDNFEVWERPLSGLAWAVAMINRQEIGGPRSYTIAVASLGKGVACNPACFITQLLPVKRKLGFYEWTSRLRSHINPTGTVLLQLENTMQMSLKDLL
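Human spleen homogenate (1 ug) as enzyme source, 4-methylumbelliferyl-alpha-D-galactopyranoside 1 mM final, citrate/phosphate pH 5.0 with 0.01% Tween-20. Compounds 40 min at 37C, NaOH/glycine stop; fluorescence Ex 365/Em 440, Hill-fit AC50.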
Starred values were filed as active, the others as inactive; u = inconclusive; x = no result given; & = joins results of further samples; [ ] = another dose, or the depositor's remark. Calls come from the whole dose curve; as a rule, active = well fitted curve in the direction sought with a large enough effect; inconclusive = small, poorly fitted or top-dose-only effect, or another doubt; inactive = no such curve, though single readings can be large; an effect the other way counts as inactive or inconclusive. Potency is the fitted concentration of half-maximal effect. Hits appear at their usual frequency; 3.3% or so of the library scored in one or more.

SMILES	Tau FP inhib	aGlu spleen mod	Tau fibril ThT	Tau fluor cs	GAA glycogen	HTT ATP protect	GAA inh	GLA spleen mod
COc1ccc(C2=CC(c3ccc(Cl)cc3)n3cnnc3N2)cc1OC (stereo not drawn)	0%	-9%	10%	-15%	5%	-19%	u	12%
S=C(Nc1ccccc1)Nc1nccs1	-15%&-6%	11%&6%	-10%&-9%	-24%&-26%	u	-99%[inhibitor][10 µM]	x	-9%&2%
CCOC(=O)C1(Cc2cccc(OC)c2)CCN(Cc2csc(C(C)=O)c2)CC1	-1%	0%	-6%	-14%	8%	5%[10 µM]	-29%	0%
COc1ccc(NC(=O)c2ccc(S(=O)(=O)C(F)F)cc2)c(OC)c1	-2%	-4%	-13%	-9%	5%	-34%[inhibitor]	-6%	-4%
CCn1ncc(Br)c1C(=O)Nc1ccc(F)c([N+](=O)[O-])c1	0%	-6%	-5%	-4%	11%	15%[10 µM]	4%	-7%
CC(Cc1ccccc1)C(=O)N(C)Cc1ccccc1 (stereo not drawn)	9%&2%	5%&-10%	-6%&-3%	-2%&-3%	9%	-10%	2%	5%&-7%
O=C(Nc1ccc(Br)cn1)c1ccc([N+](=O)[O-])o1	-7%	1%	u	-19%	3%	u	4%	3%
CCCCOc1ccc(S(=O)(=O)Nc2ccc(NC(C)=O)cc2)cc1	9%	-23%	-6%	-20%	-17%	26%[10 µM]	-9%	-3%
Cc1ccc(S(=O)(=O)N(CCO)Cc2cc3ccc(C)c(C)c3[nH]c2=O)cc1	1%	-5%	2%	-5%	3%	-28%[10 µM]	2%	2%
Cc1ccc2c(CC(=O)N3CCN(c4cccc(Cl)c4)CC3)coc2c1	0%	x	-4%	-3%	-4%[76.3 µM]	x	x	x
O=C(N[C@@H](Cc1c[nH]c2ccccc12)C(=O)O)c1ccccc1Cl	2%	-2%	-4%	-5%	-5%	-26%	-1%	-11%
CCN1C(=O)C(Cc2nc3ccccc3c(=O)n2-c2ccccc2)c2ccccc21 (stereo not drawn)	4%	-11%	-2%	0%	-3%	0%	-14%	-3%
COc1cccc(CNC(=O)C(Cc2ccccc2)NS(=O)(=O)c2ccc3c(c2)CCN3C(C)=O)c1 (stereo not drawn)	5%	x	-2%	-13%	14%[76.3 µM]	x	x	x
Cc1cccn2cc(-c3cccc(NS(=O)(=O)c4ccc(Cl)c(Cl)c4)c3)nc12	u	x	-14%	u	-6%[76.3 µM]	x	x	x
CCCCOc1ccc(-c2nc(SCC(N)=O)n[nH]2)cc1	-1%	-3%	-4%	-11%	-1%	-37%	-2%	0%

Gathered by group: the entries above containing nitrogen in an aromatic ring (nine)
SMILES	Tau FP inhib	aGlu spleen mod	Tau fibril ThT	Tau fluor cs	GAA glycogen	HTT ATP protect	GAA inh	GLA spleen mod
COc1ccc(C2=CC(c3ccc(Cl)cc3)n3cnnc3N2)cc1OC (stereo not drawn)	0%	-9%	10%	-15%	5%	-19%	u	12%
S=C(Nc1ccccc1)Nc1nccs1	-15%&-6%	11%&6%	-10%&-9%	-24%&-26%	u	-99%[inhibitor][10 µM]	x	-9%&2%
CCn1ncc(Br)c1C(=O)Nc1ccc(F)c([N+](=O)[O-])c1	0%	-6%	-5%	-4%	11%	15%[10 µM]	4%	-7%
O=C(Nc1ccc(Br)cn1)c1ccc([N+](=O)[O-])o1	-7%	1%	u	-19%	3%	u	4%	3%
Cc1ccc(S(=O)(=O)N(CCO)Cc2cc3ccc(C)c(C)c3[nH]c2=O)cc1	1%	-5%	2%	-5%	3%	-28%[10 µM]	2%	2%
O=C(N[C@@H](Cc1c[nH]c2ccccc12)C(=O)O)c1ccccc1Cl	2%	-2%	-4%	-5%	-5%	-26%	-1%	-11%
CCN1C(=O)C(Cc2nc3ccccc3c(=O)n2-c2ccccc2)c2ccccc21 (stereo not drawn)	4%	-11%	-2%	0%	-3%	0%	-14%	-3%
Cc1cccn2cc(-c3cccc(NS(=O)(=O)c4ccc(Cl)c(Cl)c4)c3)nc12	u	x	-14%	u	-6%[76.3 µM]	x	x	x
CCCCOc1ccc(-c2nc(SCC(N)=O)n[nH]2)cc1	-1%	-3%	-4%	-11%	-1%	-37%	-2%	0%

(next part)
SMILES	Tau FP inhib	aGlu spleen mod	Tau fibril ThT	Tau fluor cs	GAA glycogen	HTT ATP protect	GAA inh	GLA spleen mod
COc1cccc(OC)c1C(=O)OCC(=O)Nc1cccnc1Cl	-12%	2%	-9%	-8%	4%	u	-7%	8%
CCc1ccc(NC(=O)CSc2nc3cc(C(=O)OC)ccc3c(=O)n2CC2CCCO2)cc1 (stereo not drawn)	-1%	-5%	-6%	-17%	6%	-24%	2%	-1%
Cc1ccc(NC(=O)CSc2nnc(C)c(=O)n2N)cc1	8%	x	4%	7%	-11%	3%	-2%	1%
O=C(O)Cc1csc(-c2cccc(Oc3ccccc3)c2)n1	1%&3%	-13%&0%	-2%&-5%	4%&-6%	3%&6%	-14%&-29%[10 µM]	u	0%&-4%
CC(C)c1[nH]nc2c1C(c1cccc(OC(=O)N3CCOCC3)c1)C(C#N)=C(N)O2 (stereo not drawn)	-3%	-20%	-14%	-5%	5%	-19%	-7%	u
COc1ccc(-n2cnnc2SC(C)C(=O)Nc2cccc([N+](=O)[O-])c2)cc1 (stereo not drawn)	6%	3%	0%	-14%	-2%	3%[10 µM]	-5%	4%
CCN(Cc1ccccc1)S(=O)(=O)c1ccc(OC)c2ncccc12	5%	7%	0%	-1%	-1%	19%[10 µM]	x	12%
CN(C)S(=O)(=O)N1CCN(C(=O)N2CCOCC2)CC1	-2%	-14%	-7%	-4%	7%	3%	-2%	-5%
Nc1nonc1C(=O)NCCNCc1ccccc1OCc1ccc(F)cc1	3%	-6%	-5%	-10%	-3%	-8%	-4%	-3%
Cc1ccc(OCC(=O)NCCc2c[nH]c3ccccc23)cc1	5%	2%	u	u	16%	-20%[10 µM]	u	-1%
Fc1ccc(C2c3[nH]c4ccccc4c3CCN2Cc2ccoc2)cc1 (stereo not drawn)	0%	-8%	u	u	-20%	-29%	1%	0%
O=C1c2ccccc2C(=O)C1c1ccccn1	6%	4%	u	-6%	3%	-4%[10 µM]	-11%	3%
CC1(C)CC(=O)C2=C(C1)OC(N)=C(C#N)C2c1cn(-c2ccccc2)nc1-c1ccccc1 (stereo not drawn)	-5%	-2%	u	u	2%	-2%[10 µM]	-13%	-9%
CCOP(=O)(OCC)c1nc(Cc2ccccc2)oc1NCc1ccccc1	-5%	-3%	-8%	-16%	2%	-4%[10 µM]	x	-1%
O=C(NNC(=S)NC(=O)c1ccco1)c1ccc(NC(=O)c2ccccc2)cc1	-1%	-2%	u	-19%	-20%	-79%[inhibitor]	-11%	-6%

Shown as labelled records: two of the compounds above.
Cc1ccc(OCC(=O)NCCc2c[nH]c3ccccc23)cc1
- Tau FP inhib: 5%
- aGlu spleen mod: 2%
- Tau fibril ThT: u
- Tau fluor cs: u
- GAA glycogen: 16%
- HTT ATP protect: -20%[10 µM]
- GAA inh: u
- GLA spleen mod: -1%
Fc1ccc(C2c3[nH]c4ccccc4c3CCN2Cc2ccoc2)cc1 (stereo not drawn)
- Tau FP inhib: 0%
- aGlu spleen mod: -8%
- Tau fibril ThT: u
- Tau fluor cs: u
- GAA glycogen: -20%
- HTT ATP protect: -29%
- GAA inh: 1%
- GLA spleen mod: 0%

(next part)
SMILES	Tau FP inhib	aGlu spleen mod	Tau fibril ThT	Tau fluor cs	GAA glycogen	HTT ATP protect	GAA inh	GLA spleen mod
O=C(CSc1nc(-c2ccco2)cc(C(F)(F)F)n1)Nc1ccc2c(c1)OCO2	-11%	0%	-6%	-26%	0%	-10%[10 µM]	0%	-5%
CCOC(=O)CCCCNC(=O)Nc1ccccc1	2%	3%	6%	7%	4%	24%[10 µM]	2%	-2%
C=CCOc1ccc(/C=N/NC(=O)C(=O)Nc2ccccn2)cc1OC	-14%	0%	u	-1%	3%	-11%[10 µM]	-4%	2%
N#CCCN(Cc1ccccc1)C(=O)Nc1ccc2c(c1)CCO2	2%	-5%	4%	6%	5%	13%[10 µM]	x	-6%
CSC1=NSC2=NC(=O)/C(=C\c3coc4ccccc4c3=O)C(=N)N12	u	1%	14µM*	u	13%	3%[10 µM]	-6%	12%
COc1ccc(C(=O)N/N=C2\CCS(=O)(=O)c3ccc(F)cc32)cc1OC	-8%	-5%	-3%	-3%	0%	-15%[10 µM]	x	1%
CCc1nnc(NC(=O)CSc2ncnc3c2oc2ccccc23)s1	-7%	-2%	-10%	-12%	-14%	-35%	-5%	-9%
CCc1ccccc1-n1nnnc1-c1cnccc1C(F)(F)F	-2%	-6%	-12%	-15%	-11%	-5%[10 µM]	7%	3%
CN(C)C(=S)NCc1ccccc1	-2%	7%	0%	3%	-2%	10%	0%	1%
Cc1ccc(NCc2nnc(SCC(=O)c3ccc4c(c3)OCCO4)o2)c(C)c1	-8%	-8%	-21%	-17%	-3%	-4%[10 µM]	-2%	-4%
O=C(O)C1=C[C@H](c2cccs2)C[C@H](OCc2ccc(CO)cc2)O1	3%	-1%	-7%	7%	0%	-4%[10 µM]	x	0%
CCOC(=O)Cn1c(C)c(Br)c(COC)c(C#N)c1=O	-1%	7%	-7%	-9%	2%	27%[10 µM]	x	0%
COc1ccc(CCNS(=O)(=O)c2ccc3oc(C(=O)O)c(C)c3c2)cc1OC	4%	-10%	-2%	4%	4%	25%[10 µM]	1%	17%
CCC1CCCCN1C(=O)CSc1nc(C)cc(C)n1 (stereo not drawn)	0%	2%	-1%	3%	-3%	8%	-3%	4%
